Screening data deposited in PubChem by several laboratories.
TNF necrop inh = inhibitors of TNF-alpha triggered necroptosis, primary screen, cell-based, Jurkat FADD-/-, single concentration; Jurkat FADD-/- TNF necroptosis rescue, ATP luminescence, 24 h; 0 = TNF only, 100 = no-TNF cells; activation (protection from cell death), % at 10 µM; hit rate 0.068% among 220,000;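 active = activation, meaning protection from cell death, of at least 50% relative to plate controls; inactive = activation below 50%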;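 note: necroptosis triggered by 40 ng/mL TNF-alpha added together with compound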
Rad51 HR inh = human RAD51 strand exchange inhibitors, primary screen, biochemical, fluorescence | hRad51 DNA strand exchange, fluorescence dequenching | DNA repair protein RAD51 homolog 1 (Homo sapiens), Q06609 | hit rate 0.085% among 200,000 | inhibition, % at 10 µM;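 active = inhibition above 40% at the single screening dose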;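 note: 0% = DMSO control wells and 100% = blanks with heterologous ssDNA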
Target sequence (Q06609 whole entry, looked up): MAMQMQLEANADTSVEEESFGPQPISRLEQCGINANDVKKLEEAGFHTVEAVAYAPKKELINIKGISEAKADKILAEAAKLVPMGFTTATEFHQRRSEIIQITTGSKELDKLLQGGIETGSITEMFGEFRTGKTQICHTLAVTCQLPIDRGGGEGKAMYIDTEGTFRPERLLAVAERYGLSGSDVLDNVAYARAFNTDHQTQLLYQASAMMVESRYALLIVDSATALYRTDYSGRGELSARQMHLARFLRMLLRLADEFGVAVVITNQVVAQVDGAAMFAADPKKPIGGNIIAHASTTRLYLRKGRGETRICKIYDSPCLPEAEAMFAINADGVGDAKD
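Test system: preformed human Rad51 ssDNA filaments. Compound dosing: single dose, 10 µM final compound. Incubation: filaments 15 min 37 °C, then compound 30 min. Technique: FRET fluorescence dequenching, excitation 485 nm, emission 520 nm. Read-out basis: percent inhibition from fluorescence, normalised to plate control and blank means. Benchmarks: plate controls and plate blanks.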
zVAD death inh = inhibitors of zVAD-triggered necroptosis, primary screen, L929 cells; AID 1377, 2008; viability rescue, % at 10 µM; L929 zVAD necroptosis rescue, ATP luminescence, 24 h; with zVAD 60 µM; hit rate 0.38% among 220,000;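 active = activation, scaled between plate controls, above about 75%, limit read from the data; inactive = activation under that limit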;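 note: 0% = zVAD with DMSO and 100% = DMSO alone without zVAD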
FXIa inh = human FXIa protease inhibitors, primary screen, biochemical, 1536-well; inhibition, % at 5 µM; hit rate 0.14% among 220,000; purified FXIa, Boc-Glu-Ala-Arg-AMC fluorogenic substrate; Coagulation factor XI (Homo sapiens), P03951;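 active = inhibition of at least 40%; inactive = inhibition below 40%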;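 note: fluorescence of freed AMC excited at 355 nm; 0% = enzyme without compound and 100% = no enzyme blank; many of its hits are not listed in these tables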
FXIIa inh 1536 = human FXIIa protease inhibitors, primary screen, biochemical, 1536-well | Coagulation factor XII (Homo sapiens), P00748 | purified FXIIa, Boc-QGR-AMC fluorogenic substrate, 2 h | inhibition, % at 5 µM | hit rate 0.3% among 220,000; in the data active = inhibition above about 40%;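 note: 0% = enzyme with no compound and 100% = blank without enzyme; many of its hits are not listed in these tables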
Cl transport mod = KCC2 cotransporter modulators, thallium flux, primary screen, cell-based, HEK293 KCC2, FluoZin-2 fluorescence, MLSMR. hit rate 2.2% among 190,000. KCC2 cells, thallium flux FluoZin-2 fluorescence. B-score of Tl+ flux slope (higher = more flux/activation; lower = inhibition) at 10 µM;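 active = thallium flux slope and its plate-corrected score both differing from the plate sample mean at a set confidence after two filtering rounds, in either direction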;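 note: slope of fluorescence scaled to starting intensity during 10 to 20 s after thallium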
Hck Nef HTS = inhibitors of Nef-activated human Hck kinase, primary screen, biochemical, Z-Lyte FRET, 384-well, Hck-YEEI | Tyrosine-protein kinase HCK (Homo sapiens), P08631 | Recombinant Hck-YEEI plus Nef, Z-Lyte FRET kinase assay | inhibition, % at 20 µM | hit rate 0.68% among 220,000 | AID 463187, 2010;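 active = Hck-Nef kinase inhibition above about 50%, limit read from the data; inactive = inhibition below that limit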;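 note: 0% = DMSO with Hck plus Nef and 100% = Hck alone without Nef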
Target sequence (P08631 whole entry, looked up): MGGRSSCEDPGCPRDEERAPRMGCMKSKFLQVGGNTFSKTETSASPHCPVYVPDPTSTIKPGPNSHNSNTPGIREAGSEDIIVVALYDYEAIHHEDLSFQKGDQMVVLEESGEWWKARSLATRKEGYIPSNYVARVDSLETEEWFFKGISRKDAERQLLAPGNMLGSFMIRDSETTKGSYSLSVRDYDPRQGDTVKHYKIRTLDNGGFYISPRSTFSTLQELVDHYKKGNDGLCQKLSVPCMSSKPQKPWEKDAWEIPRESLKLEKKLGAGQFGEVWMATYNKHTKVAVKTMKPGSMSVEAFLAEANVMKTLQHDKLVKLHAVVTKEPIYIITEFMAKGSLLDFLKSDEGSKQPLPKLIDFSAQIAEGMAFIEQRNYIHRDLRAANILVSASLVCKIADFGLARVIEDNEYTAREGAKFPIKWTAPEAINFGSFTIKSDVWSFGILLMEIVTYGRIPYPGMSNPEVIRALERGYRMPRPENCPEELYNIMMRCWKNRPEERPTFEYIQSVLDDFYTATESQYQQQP
Thrombin inh = human alpha-thrombin inhibitors, primary screen, counter-screen for coagulation protease inhibitor project, biochemical, 1536-well, fluorogenic AMC substrate; Prothrombin (Homo sapiens), P00734; Boc-VPR-AMC fluorogenic substrate cleavage; inhibition, % at 5 µM; hit rate 0.26% among 220,000; AID 1046, 2008;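 active = inhibition at or above 40%; inactive = inhibition below 40%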;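 note: 0% = enzyme with no compound and 100% = wells without enzyme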
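Test system: human alpha-thrombin; medium: pH 7.5 Tris-saline with Tween 20; times: reaction at room temperature; signal: AMC fluorescence at 355 nm excitation and 460 nm emission; also added: Boc-VPR-AMC substrate, 15 µM final; dosing: one concentration per compound, 5 µM, with 0.2% DMSO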
KLK5 inh = human KLK5 protease inhibitors, primary screen, biochemical, 1536-well. hit rate 0.59% among 210,000. recombinant hK5, fluorogenic AMC substrate cleavage. Kallikrein-5 (Homo sapiens), Q9Y337. inhibition, % at 5 µM. AID 873, 2007;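 active = inhibition of 40% or more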;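 note: 0% = enzyme controls without compound and 100% = no-enzyme blanks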
Target sequence (Q9Y337 67-293 limits assumed): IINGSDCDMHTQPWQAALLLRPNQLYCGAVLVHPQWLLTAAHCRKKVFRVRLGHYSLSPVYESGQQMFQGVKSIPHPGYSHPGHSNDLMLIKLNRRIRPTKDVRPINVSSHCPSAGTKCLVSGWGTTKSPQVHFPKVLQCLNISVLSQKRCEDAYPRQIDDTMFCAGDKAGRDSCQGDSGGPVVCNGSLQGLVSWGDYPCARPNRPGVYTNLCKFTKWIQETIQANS
The depositor's hits bear a star; i = inactive; / = no result given. These rows are one share of the data, so the mix of outcomes need not match the whole.

Preview:
SMILES | TNF necrop inh | Rad51 HR inh | zVAD death inh | FXIa inh | FXIIa inh 1536 | Cl transport mod | Hck Nef HTS | Thrombin inh | KLK5 inh
O=C(COC(=O)C12CC3CC(CC(O)(C3)C1)C2)NCCc1ccc(Cl)cc1 | 0.9 | -1 | 2.9 | -2 | 8 | 1.4 | 17 | 101* | 0
Cc1csc(SCCn2c(N3CCCC3)nc3c2c(=O)[nH]c(=O)n3C)n1 | -1.7 | -7 | -0.2 | 0 | 11 | 0.7 | 1 | -1 | 2
NNC(=O)c1ccc(CSc2cccc3cccnc23)cc1 | 1.6 | -4 | 1.9 | -6 | 4 | 0.0056 | 20 | -20 | -2
NS(=O)(=O)c1ccc(CCNC2CC(=O)N(Cc3ccccc3)C2=O)cc1 (stereo not drawn) | -0.9 | -4 | 0.3 | -8 | 4 | 0.76 | -3 | -6 | -4
Cc1ccccc1-n1nc2c(c1NC(=O)/C=C\c1ccc3c(c1)OCO3)CSC2 | 2.0 | / | / | 9 | 17 | 0.2 | -2 | 3 | -6

The listing (from the top)
SMILES | TNF necrop inh | Rad51 HR inh | zVAD death inh | FXIa inh | FXIIa inh 1536 | Cl transport mod | Hck Nef HTS | Thrombin inh | KLK5 inh
O=C(COC(=O)C12CC3CC(CC(O)(C3)C1)C2)NCCc1ccc(Cl)cc1 | 0.9 | -1 | 2.9 | -2 | 8 | 1.4 | 17 | 101* | 0
Cc1csc(SCCn2c(N3CCCC3)nc3c2c(=O)[nH]c(=O)n3C)n1 | -1.7 | -7 | -0.2 | 0 | 11 | 0.7 | 1 | -1 | 2
NNC(=O)c1ccc(CSc2cccc3cccnc23)cc1 | 1.6 | -4 | 1.9 | -6 | 4 | 0.0056 | 20 | -20 | -2
NS(=O)(=O)c1ccc(CCNC2CC(=O)N(Cc3ccccc3)C2=O)cc1 (stereo not drawn) | -0.9 | -4 | 0.3 | -8 | 4 | 0.76 | -3 | -6 | -4
Cc1ccccc1-n1nc2c(c1NC(=O)/C=C\c1ccc3c(c1)OCO3)CSC2 | 2.0 | / | / | 9 | 17 | 0.2 | -2 | 3 | -6
Cc1ccc(C(=O)COc2ccc3ccc(=O)oc3c2)cc1 | 0.7 | -13 | 0.7 | -2 | 6 | -0.96 | 20 | -5 | -2
C/C(=N\S(=O)(=O)c1ccc(C)cc1)N1CCN(S(=O)(=O)c2ccccc2)C1C(C)C (stereo not drawn) | -2.3 | -3 | 0.7 | -3 | 5 | / | 0 | -3 | -7
CC(=O)N1CCc2cc(S(=O)(=O)CCC(=O)Nc3cccc(F)c3)ccc21 | -0.3 | 6 | 0.3 | 18 | 22 | 1.8 | 8 | -5 | -12
CSc1nc2ccc(N3C(=O)C4CCCCC4C3=O)cc2s1 (stereo not drawn) | -0.8 | -6 | 0.8 | 5 | 1 | / | -1 | 2 | 3
COc1ccc(C(=O)NNc2cc(C)nc(NNC(=O)c3ccc(OC)cc3)n2)cc1 | 1.0 | 2 | 1.3 | -3 | 2 | -0.94 | 21 | -7 | -5
COc1ccccc1N1CCN(S(=O)(=O)c2cccc(F)c2)CC1 | -0.9 | -4 | -0.8 | -4 | 5 | -0.12 | 13 | -5 | 1
Cc1cccc(N2C(=O)CC(Sc3nnc(C)s3)C2=O)c1 (stereo not drawn) | -7.4 | -7 | 0.2 | 12 | 19 | 1.3 | 4 | 0 | -12
O=C(NN1CCOCC1)c1ccc(Cl)s1 | 1.2 | -9 | -1.0 | 29 | 23 | -0.047 | 10 | 8 | 34
COc1cc(CNCc2ccccn2)ccc1OCc1ccccc1Cl | 2.0 | -13 | 0.8 | -3 | -6 | 0.022 | 2 | -7 | -28
Cn1c(=O)oc2cc(S(=O)(=O)NCCC(=O)N3CCc4ccccc43)ccc21 | -0.6 | / | 0.7 | 1 | -1 | -1.3 | 0 | 3 | 0
CC(=O)C1=C(O)C(=O)N(c2cc(C(C)(C)C)on2)C1c1ccc(Br)cc1 (stereo not drawn) | 0.3 | -7 | 0.5 | -1 | -1 | -3.5 | -6 | -2 | -17
CC(=O)NCCc1ccc(S(=O)(=O)N2CCOCC2)cc1 | 0.6 | -7 | -0.1 | 4 | 3 | 0.55 | 0 | -2 | 4
CS(=O)(=O)Nc1nnc(Cc2ccccc2)s1 | -0.4 | -1 | -0.1 | 0 | 14 | -1.2 | -1 | -3 | -1
COC(=O)c1ccc2nc(C)cc(Nc3ccccc3C)c2c1 | 2.5 | / | -0.3 | 1 | 5 | 0.021 | 3 | 3 | 1
Cc1ccc(-c2nnn(CC(=O)N(CC3CCCO3)C(C(=O)NCC3CCCO3)c3ccc(F)cc3)n2)o1 (stereo not drawn) | -0.9 | 12 | 0.4 | 10 | 18 | 0.22 | 4 | 3 | -16
Cc1ccc(OCCN(C)C(=O)CC2C(=O)NCCN2CC(C)(C)C)cc1 (stereo not drawn) | 0.9 | 6 | 0.7 | -3 | 8 | 0.13 | 22 | -5 | 0
CC1(C)Cc2c(sc3c2C(=O)N(c2ccccc2)C2=NCCN23)CS1 | -1.6 | 1 | 0.0 | -3 | 14 | -1.5 | 3 | -1 | -14
Cc1cccc(Nc2c(-c3ccc(O)cc3)nc3ncccn23)c1 | -3.4 | / | -0.8 | 2 | 12 | -1.2 | -34 | -2 | /
COC(=O)C1=C(C)N(C)C(=S)N(C)C1c1cccc(Br)c1 (stereo not drawn) | -1.6 | -117 | -0.2 | 1 | 12 | i | 16 | 1 | 0
O=c1[nH]c(SCc2c(Cl)cccc2Cl)nc2ccccc12 | -0.6 | 9 | -0.2 | -1 | 3 | 2.1 | 5 | -5 | -7
CCOC(=O)c1[nH]c2cc3c(cc2c1NC(=O)CN1CCN(CCO)CC1)OCO3 | 3.8 | 1 | 0.5 | -3 | 1 | -1.4 | 20 | -3 | -3
CCNC(=S)N/N=C/c1cc(Br)cc(Br)c1OC | 0.3 | 2 | -0.5 | 5 | 15 | -0.18 | 3 | -1 | 4
O=C(c1ccccc1Cl)N1CCC(c2nc3c(nnn3Cc3ccco3)c(=O)[nH]2)CC1 | 0.4 | -7 | 0.5 | -1 | 9 | -0.2 | 3 | -3 | -11
O=C1CC(=O)CC(c2ccccc2Cl)C1 | 1.5 | -7 | 0.1 | 0 | 10 | 0.44 | -8 | -1 | -23
CC(C)(C)c1ccc(C(=O)Nc2ccccc2NC(=O)c2ccco2)cc1 | 0.6 | -2 | 3.1 | -5 | 2 | -0.29 | -7 | -4 | -5
O=C(OCC(=O)N1CCN(c2ccccc2)CC1)c1ccc[n+]([O-])c1 | -0.2 | 17 | 1.0 | 0 | 8 | 0.36 | 4 | 4 | -4
Cc1ccc(-n2c(C)cc(/C=C3/SC(=O)N(CC(=O)N4CCOCC4)C3=O)c2C)nc1 | 2.1 | 13 | 1.0 | 1 | 4 | / | 7 | -2 | -2
CCOC(=O)Cn1c(=O)c2c(nc3n2CCN3Cc2ccccc2)n(C)c1=O | -0.1 | 7 | -0.4 | -1 | 7 | 1.1 | 2 | -6 | -21
COc1ccc(N2CCc3c(C)nc4c(OC)cc(OC)cc4c32)cc1 | -0.3 | 1 | 4.2 | -3 | 8 | -2 | 0 | 4 | -6
CCN(CC)c1ccc(NC2CC(=O)N(CCc3ccc(OC)cc3)C2=O)cc1 (stereo not drawn) | 0.2 | -19 | 0.4 | 22 | 25 | 1.6 | 3 | 24 | 20
COc1ccc(C)cc1S(=O)(=O)Nc1cccc(C)c1 | 0.8 | 0 | -0.2 | -1 | 3 | -0.24 | 15 | 1 | -13
CC(N=C1CC(C)(C)CC(=O)/C1=C(/O)CCCN1C(=O)c2ccccc2C1=O)C(=O)O (stereo not drawn) | 0.1 | 17 | 1.8 | -4 | 3 | -0.66 | 0 | 2 | -10
N#Cc1c(NC(=O)CSc2nnnn2C2CCCCC2)sc2c1CCCC2 | 0.9 | 1 | 1.1 | -1 | 5 | 0.96 | 1 | -8 | -3
Cc1nnc(NC(=O)CSc2nccn2C)s1 | 3.2 | -6 | 0.3 | 3 | 7 | 0.43 | 6 | -4 | -3
Cc1ccc(S(=O)(=O)NCCc2nnc3ccc(SCC(=O)Nc4nc5ccccc5s4)nn23)cc1 | 8.6 | -4 | 0.6 | 14 | 18 | 0.061 | 5 | 25 | 4
N#Cc1ccc2ccn(CC(=O)NCc3ccccc3)c2c1 | -2.6 | 2 | -0.1 | -1 | 13 | -0.16 | 0 | 1 | -9
CCOc1ccccc1C(=O)NCCCn1ccnc1 | -0.5 | 2 | -0.3 | 4 | 6 | / | -1 | 0 | 3
CN(C)c1ccc(C=C2C(=O)OC(C)(C(C)(C)C)OC2=O)cc1 (stereo not drawn) | -0.8 | -7 | 1.0 | 0 | 18 | / | 1 | 4 | -21
O=C(Nc1ccccc1Cl)N1CCN(c2ccc3nnc(-c4ccc(F)cc4)n3n2)CC1 | -4.2 | / | 8.8 | -1 | -7 | -3.9* | 1 | 0 | 7
O=C1CN(C(=O)COC(=O)CCNS(=O)(=O)c2ccc(Cl)cc2)c2ccccc2N1 | 15 | 25 | -0.3 | 0 | 8 | -0.068 | 36 | 0 | 5
COC(=O)c1ccc(C(=O)OC)c(NC(=O)Oc2ccccc2)c1 | 1.0 | -5 | 0.3 | -20 | -23 | 0.52 | 58* | -24 | -48
CC(=O)Nc1nc(C)c(C(C)(C)C)s1 | -0.9 | 8 | 0.1 | 4 | 10 | 0.79 | 5 | 1 | 0
O=P(COCCOCP(=O)(c1ccccc1)c1ccccc1)(c1ccccc1)c1ccccc1 | 2.4 | 1 | 0.9 | 3 | 6 | -1.6 | -17 | 2 | 1
Cc1ccc(-c2cc(C(=O)Nc3c(C)n(C)n(-c4ccccc4)c3=O)[nH]n2)c(O)c1C | 4.0 | -8 | 0.6 | -2 | 6 | 0.68 | 28 | -4 | 0
Cc1nc2ccccc2cc1OCc1ccc(F)cc1 | -18 | 5 | 0.3 | 4 | 12 | -0.59 | 4 | 0 | -2
COc1ccc(NC(=S)SC)cc1OC | -2.5 | 5 | -0.1 | 5 | 8 | -1.4 | 6 | -8 | -14
O=C(COC(=O)Cc1ccc(-c2ccccc2)cc1)NCc1ccc(F)cc1 | -6.5 | / | 0.3 | 18 | 32 | 0.023 | -33 | 2 | -8
Cc1cc(C)c(NC(=O)c2ccc(S(=O)(=O)N(C)C)cc2)c(C)n1 | -0.9 | 3 | -0.7 | 1 | 10 | -0.24 | -21 | -2 | -11
CCOc1ccc(NC(=O)CNC(=O)c2cccs2)cc1 | 0.6 | -30 | 1.4 | -7 | -1 | -0.64 | 0 | -5 | -12
